Tau fluor counter: Counterscreen qHTS for Inhibitors of Tau Fibril Formation, Fluorescence Polarization; tau K18 P301L Alexa594 fluorescence, heparin fibrillization; Potency, µM (highest dose often 57.7 µM), for inactives: at the highest dose activity change, negative = decrease; 280,000 tested, 0.93% active; AID 1463, 2008; further: on the % scale 0 is the no-effect control and ±100 the full control effect; nearly all actives have a fitted effect of over 55% in size
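Human tau K18 P301L (15 uM unlabeled, 0.24 uM Alexa 594-labeled) in 100 mM sodium acetate pH 7 with 20 uM heparin, 6 hr at 37 C. ThT 30 uM added, 1 hr ambient; Alexa 594 FP and total fluorescence read at 555/632 nm.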
GAA glycogen: qHTS Assay for Inhibitors and Activators of Human alpha-Glucosidase Cleavage of Glycogen | 300,000 tested, 0.38% active | Lysosomal alpha-glucosidase (Homo sapiens), P10253 | AID 2100, 2009 | recombinant GAA, glycogen substrate, Amplex Red glucose oxidase fluorescence | Potency, µM (titrated, usually from 76.4 µM), for the others: at the highest dose activity change, negative = inhibition, most hits filed as inhibitors;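 further: 0% = full enzyme reaction and -100% = no-enzyme basal signal; the screen sought inhibitors and activators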
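Recombinant enzyme (4 nM final) with compounds titrated up to 77 uM and bovine liver glycogen (30 ug) in citrate pH 5.0, 0.01% Tween-20, 37 C 40 min. Released glucose detected by Amplex Red/glucose oxidase (Ex 573/Em 610); AC50 from Hill fits.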
aGlu spleen mod: qHTS Assay for Inhibitors and Activators of Human alpha-Glucosidase From Spleen Homogenate | Lysosomal alpha-glucosidase (Homo sapiens), P10253 | human spleen homogenate, 4-MU-alpha-glucoside fluorescence | Potency, µM (titrated, usually from 79.9 µM), without a hit: top-dose activity change, negative = inhibition, actives largely listed as inhibitors | 240,000 tested, 0.006% active | AID 2112, 2009;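 further: 0% = enzyme with vehicle and -100% = no enzyme basal signal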
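Enzyme source: human spleen homogenate, 1 ug/well. Buffer 50 mM citric acid/K phosphate pH 5.0, 0.01% Tween-20. 4-MU-alpha-glucoside 1 mM; 37 C x 40 min; NaOH/glycine stop; fluorescence.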
Tau ThT inhib: qHTS for Inhibitors of Tau Fibril Formation, Thioflavin T Binding; recombinant tau K18 P301L (four-repeat tau fragment), heparin-induced fibrillization, ThT fluorescence; 270,000 tested, 2.1% active; Microtubule-associated protein tau (Homo sapiens), P10636; Potency, µM (top dose mostly 57.4 µM), for the others: at the highest dose activity, negative = inhibition, usual class: inhibitors; further: on the % scale 0 is the no-effect control and ±100 the full control effect; nearly all actives have a fitted effect of over 55% in size
Target sequence (P10636 561-689 P618L limits assumed): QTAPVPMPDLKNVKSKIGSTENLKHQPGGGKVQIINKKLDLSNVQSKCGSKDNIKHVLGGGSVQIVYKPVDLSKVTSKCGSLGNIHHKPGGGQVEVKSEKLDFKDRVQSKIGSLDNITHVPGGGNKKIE
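Tau K18 P301L fragment (15 uM unlabeled plus 0.24 uM Alexa 594-labeled) in 100 mM sodium acetate pH 7 with compound, fibrillization induced by 20 uM heparin for 6 hr at 37 C. Thioflavin T (30 uM) added, fluorescence read after 1 hr (ex 450, em 510 nm).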
HTT cytoprotect: qHTS Multiplex Assay to Identify Dual Action Probes in a Cell Model of Huntington: Cytoprotection (ATP) | PC12 HTT-Q103 induced, cytoprotection, ATP luminescence, 40 h | Potency, µM (top dose mostly 56.4 µM), without a hit: cytoprotection (ATP increase), hits mostly activators | 230,000 tested, 0.14% active | AID 1471, 2008;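 further: % of control where 0% means no effect; nearly all actives have a fitted effect of over 45% in size; toxic huntingtin expression switched on by the ecdysone agonist tebufenozide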
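Huntington model: PC12 line, ecdysone-inducible HTTQ103 exon1–GFP, tebufenozide 100 nM. Test articles in a dose series. Endpoint luminescence from cellular ATP.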
GAA inhib: qHTS Assay for Inhibitors of Human alpha-Glucosidase as a Potential Chaperone Treatment of Pompe Disease | Lysosomal alpha-glucosidase (Homo sapiens), P10253 | purified human GAA, 4-MU-alpha-glucoside fluorescence | Potency, µM (top dose mostly 76.9 µM), without a hit: at the highest dose activity change, negative = inhibition, actives largely listed as inhibitors | 200,000 tested, 0.005% active;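 further: plate controls were uninhibited enzyme wells for no effect and no-enzyme background for full effect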
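Compounds are titrated up to 77 uM against 4 nM human enzyme. Substrate 4-methylumbelliferyl-alpha-D-pyranoside (400 uM) reacts 20 min at room temperature in pH 5.0 buffer; liberated 4-methylumbelliferone is read at 440 nm.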
Tau FP inhib: qHTS for Inhibitors of Tau Fibril Formation, Fluorescence Polarization | AID 1468, 2008 | Potency, µM (top dose mostly 57.7 µM), for the others: at the highest dose activity, negative = inhibition, usual class: inhibitors | 280,000 tested, 0.39% active | Microtubule-associated protein tau (Homo sapiens), P10636 | K18 P301L tau heparin fibrillization, Alexa594 FP, 6 h; further: on the % scale 0 is the no-effect control and ±100 the full control effect; nearly all actives have a fitted effect of over 55% in size
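Human tau K18 […] P301L fragment, 15 uM unlabeled plus 0.24 uM Alexa 594-labeled tau (final), with compound and 20 uM heparin in 100 mM sodium acetate pH 7; 6 hr at 37 C, then Alexa 594 FP read.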
GLA spleen mod: qHTS Assay for Inhibitors and Activators of Human alpha-Galactosidase From Spleen Homogenate | Potency, µM (titrated, usually from 80 µM), without a hit: top-dose activity change, negative = inhibition, hits mostly inhibitors | human spleen homogenate, 4MU-alpha-Gal fluorescence, 40 min | 240,000 tested, 0.008% active | Alpha-galactosidase A (Homo sapiens), P06280;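 further: 0% = enzyme with vehicle and -100% = no enzyme basal signal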
Target sequence (P06280 32-429 limits assumed): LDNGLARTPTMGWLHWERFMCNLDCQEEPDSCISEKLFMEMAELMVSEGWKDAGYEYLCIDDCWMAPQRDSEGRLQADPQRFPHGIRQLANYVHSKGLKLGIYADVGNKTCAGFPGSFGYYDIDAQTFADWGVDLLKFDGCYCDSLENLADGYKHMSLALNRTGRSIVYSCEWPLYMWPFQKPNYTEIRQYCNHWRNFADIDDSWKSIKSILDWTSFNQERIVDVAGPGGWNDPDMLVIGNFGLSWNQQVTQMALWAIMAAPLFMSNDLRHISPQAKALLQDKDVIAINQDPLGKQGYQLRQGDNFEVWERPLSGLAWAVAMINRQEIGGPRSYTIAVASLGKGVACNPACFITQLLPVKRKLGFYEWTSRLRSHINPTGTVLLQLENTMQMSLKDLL
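Fluorogenic readout (Ex 365/Em 440 nm) of 4-methylumbelliferone released from 1 mM 4-MU-alpha-galactoside by spleen homogenate, 40 min at 37C, pH 5.0. Data normalized to no-enzyme and enzyme controls; Hill-equation AC50 from compound titrations.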
An asterisk follows results filed as active; [ ] = remark or other dose. The call rests on the fitted dose curve; in most records, active means well fitted curve in the direction sought with a large enough effect; inconclusive means small, poorly fitted or top-dose-only effect, or another doubt; inactive means no such curve, though single readings can be large; an effect the other way counts as inactive or inconclusive. Potency means the concentration at half of the fitted maximal effect.

`CCOC(=O)C1Oc2ccccc2C(c2cccc3ccccc23)=C1C(=O)OC` (stereo not drawn) gave Tau fluor counter -16%[81.3 µM], aGlu spleen mod -3%[119 µM], Tau ThT inhib -10%[81.4 µM], HTT cytoprotect -28%, Tau FP inhib -1%[81.3 µM] and GLA spleen mod -2%[119 µM].
Screening COc1ccc(CCN2C(=O)C3C4C=CC(C4)C3C2=O)cc1OC (stereo not drawn) returned Tau fluor counter -2%, GAA glycogen 0%, aGlu spleen mod 5%, Tau ThT inhib -9%, HTT cytoprotect 0%, GAA inhib 4%, Tau FP inhib -14% and GLA spleen mod 4%.
Screening CCN1CCC(N(Cc2ccc3c(c2)OCO3)C(=O)Nc2ccc(Br)c(C)c2)CC1 returned Tau fluor counter -15%, GAA glycogen 12%[76.3 µM], Tau ThT inhib -11% and Tau FP inhib -4%.
Screening CC(=O)NCC(=O)OCC(=O)c1ccccc1 returned Tau fluor counter -4%, GAA glycogen 9%, aGlu spleen mod 3%, Tau ThT inhib -8%, HTT cytoprotect 7%, GAA inhib inconclusive, Tau FP inhib 2% and GLA spleen mod 2%.
Screening COc1cc(OC)cc(C(=O)N[C@H](C(=O)OCC(=O)Nc2ccc(F)c(F)c2)C(C)C)c1 returned Tau fluor counter inconclusive, GAA glycogen 9%, aGlu spleen mod -5%, Tau ThT inhib -16%, GAA inhib 8%, Tau FP inhib -12% and GLA spleen mod -2%.
CCOc1cc(C(=O)Nc2ccc(N3CCOCC3)cc2)cc(Br)c1OC was read as Tau fluor counter inconclusive, GAA glycogen 3%, aGlu spleen mod -2%, Tau ThT inhib inconclusive, HTT cytoprotect -92%[inhibitor], GAA inhib 6%, Tau FP inhib 13% and GLA spleen mod -3%.
CC(=O)c1ccc(N2CCN(CC(=O)Nc3ccccc3N3CCOCC3)CC2)cc1 was read as Tau fluor counter 0%, GAA glycogen 1%, aGlu spleen mod 7%, Tau ThT inhib 1%, HTT cytoprotect -13%, GAA inhib -1%, Tau FP inhib 4% and GLA spleen mod 2%.
Screening c1cncc(-c2nccc(-n3ccnc3)n2)c1 returned Tau fluor counter -2%, aGlu spleen mod 14%, Tau ThT inhib -9%, HTT cytoprotect 6%, Tau FP inhib -3% and GLA spleen mod 12%.
For Cc1ccc(N(C(=O)COc2ccccc2C)S(=O)(=O)c2ccc(Cl)cc2)cc1 the results were Tau fluor counter -13%, GAA glycogen 9%[76.3 µM], Tau ThT inhib inconclusive and Tau FP inhib inconclusive.
For COc1cc(OC)c(C(=O)NNC(=S)NC2CCCCC2)cc1OC the results were Tau fluor counter 2%, GAA glycogen -6%, aGlu spleen mod 2%, Tau ThT inhib -5%, HTT cytoprotect 8%[10 µM], GAA inhib 4%, Tau FP inhib -8% and GLA spleen mod -7%.
CCCC(=O)Nc1ccc(-c2nc3cc(C)c(C)cc3o2)c(O)c1 was read as Tau fluor counter -6%, GAA glycogen 0%, aGlu spleen mod 1%, Tau ThT inhib inconclusive, HTT cytoprotect -17%, GAA inhib inconclusive, Tau FP inhib 5% and GLA spleen mod 6%.
COc1ccc(NC(=O)Cn2c(=O)c(-c3cc(C)ccc3NC(C)=O)nc3ccccc32)c(OC)c1 was read as Tau fluor counter 10%, GAA glycogen -6%[76.3 µM], Tau ThT inhib 10% and Tau FP inhib 4%.
For Cc1nc(-c2ccccc2O)n(-c2ccccc2)n1 the results were Tau fluor counter -3%, GAA glycogen 2%, aGlu spleen mod 5%, Tau ThT inhib -4%, HTT cytoprotect 2%, GAA inhib -3%, Tau FP inhib -1% and GLA spleen mod 14%.
`CC(C)(C)c1ccc(OCC(O)CN(CCO)CC(O)Cn2ccc3ccccc32)cc1` (stereo not drawn) gave Tau fluor counter -9%, GAA glycogen -6%, aGlu spleen mod -12%, Tau ThT inhib 2%, HTT cytoprotect 13%[10 µM], GAA inhib -7%, Tau FP inhib 4% and GLA spleen mod 1%.
`Nc1n[nH]c(-c2ccc(Br)cc2)c1Cl` gave Tau fluor counter inconclusive, GAA glycogen 13µM*, aGlu spleen mod inconclusive, Tau ThT inhib -13%, HTT cytoprotect -13%[10 µM], GAA inhib inconclusive, Tau FP inhib 14% and GLA spleen mod 0%.
Cc1noc(C)c1S(=O)(=O)N(CC(=O)NCc1ccc2c(c1)OCO2)c1ccc(C(C)C)cc1 was read as Tau fluor counter -25%, GAA glycogen -7%, aGlu spleen mod -8%, Tau ThT inhib -12%, HTT cytoprotect -37%, GAA inhib -5%, Tau FP inhib 5% and GLA spleen mod -8%.
CCOC(=O)c1c(/N=C/c2cccc([N+](=O)[O-])c2O)sc(C)c1C was read as Tau fluor counter 13%, GAA glycogen 12%, aGlu spleen mod 5%, Tau ThT inhib inconclusive, HTT cytoprotect -11%[10 µM], GAA inhib 7%, Tau FP inhib 4% and GLA spleen mod 5%.
`COc1cccc(C(=O)CC2(O)C(=O)Nc3ccc(Cl)cc32)c1` (stereo not drawn) gave Tau fluor counter -25%, GAA glycogen 13%[76.3 µM], Tau ThT inhib -18% and Tau FP inhib -11%.
`OCC1(CC2CCCCO2)CCN(Cc2ccccc2-c2ccco2)CC1` (stereo not drawn) gave Tau fluor counter -5%, GAA glycogen 4%, aGlu spleen mod -20%, Tau ThT inhib -5%, HTT cytoprotect 3%[10 µM], Tau FP inhib inconclusive and GLA spleen mod 0%.
Screening Cc1ccc(S(=O)(=O)NCc2csc(-c3cccs3)n2)cc1 returned Tau fluor counter -2%, GAA glycogen 0%, aGlu spleen mod -12%, HTT cytoprotect 15%[10 µM], Tau FP inhib -2% and GLA spleen mod -6%.

The last two entries of the part before lead into the next:
`OCC1(CC2CCCCO2)CCN(Cc2ccccc2-c2ccco2)CC1` (stereo not drawn) gave Tau fluor counter -5%, GAA glycogen 4%, aGlu spleen mod -20%, Tau ThT inhib -5%, HTT cytoprotect 3%[10 µM], Tau FP inhib inconclusive and GLA spleen mod 0%.
Screening Cc1ccc(S(=O)(=O)NCc2csc(-c3cccs3)n2)cc1 returned Tau fluor counter -2%, GAA glycogen 0%, aGlu spleen mod -12%, HTT cytoprotect 15%[10 µM], Tau FP inhib -2% and GLA spleen mod -6%.
`CCn1cnc2c(=O)oc3ccc(S(=O)(=O)N4CCN(c5cc(C)ccc5C)CC4)cc3c21` gave Tau fluor counter -7%, GAA glycogen 14%[76.3 µM], Tau ThT inhib -6% and Tau FP inhib -9%.
CSc1cccc(NC(=O)CSc2ncccc2C(=O)Oc2cccc([N+](=O)[O-])c2)c1 was read as Tau fluor counter -26%, GAA glycogen 11%, aGlu spleen mod 0%, Tau ThT inhib -15%, HTT cytoprotect -12%[10 µM], GAA inhib -3%, Tau FP inhib -3% and GLA spleen mod 7%.
`Cc1cc(N/N=C\c2ccc(Br)cc2)nc(-n2nc(C)cc2C)n1` gave Tau fluor counter -18%, GAA glycogen -3%, aGlu spleen mod -15%, Tau ThT inhib -16%, HTT cytoprotect 10%[10 µM], Tau FP inhib 1% and GLA spleen mod -2%.
For CC1=CC=CC2=NC(=O)CC(C)(C(=O)N(CC(=O)NC(C)C)C3CCCC3)N12 (stereo not drawn) the results were Tau fluor counter 4%, GAA glycogen 4%, aGlu spleen mod 8%, Tau ThT inhib 9%, HTT cytoprotect 28%[1.9 µM], GAA inhib inconclusive, Tau FP inhib 8% and GLA spleen mod inconclusive.
`COc1ccc(C2CC(=O)c3cnc(NC(=O)c4ccccc4)nc3C2)cc1OC` (stereo not drawn) gave Tau fluor counter 0%, GAA glycogen 3%, aGlu spleen mod -2%, Tau ThT inhib -5%, HTT cytoprotect -15%, GAA inhib -2%, Tau FP inhib -6% and GLA spleen mod 1%.
For COc1ccc(N2CCN(CCNC(=O)c3ccc4c(c3)[nH]c(=S)n3c5ccccc5nc43)CC2)cc1 the results were Tau fluor counter -24%, GAA glycogen 6%, aGlu spleen mod 6%, Tau ThT inhib inconclusive, HTT cytoprotect -60%[inhibitor], GAA inhib 10%, Tau FP inhib 10% and GLA spleen mod 11%.
`Cc1cc(C)cc(S(=O)(=O)c2cn(C)c3cc(N4CCCC4)c(F)cc3c2=O)c1` gave Tau fluor counter 12%, GAA glycogen -9%[76.3 µM], Tau ThT inhib 8% and Tau FP inhib 1%.
O=C(Nc1ccccc1Cl)c1cnccn1 was read as Tau fluor counter 4%, GAA glycogen 0%, aGlu spleen mod -7%, Tau ThT inhib -8%, HTT cytoprotect -1%, GAA inhib 2%, Tau FP inhib 11% and GLA spleen mod 5%.
For CCC(c1nnnn1CCc1ccccc1)N(Cc1ccco1)Cc1cc2cc(C)cc(C)c2[nH]c1=O (stereo not drawn) the results were Tau fluor counter -8%, GAA glycogen -7%, aGlu spleen mod -6%, Tau ThT inhib inconclusive, HTT cytoprotect -36%, GAA inhib -5%, Tau FP inhib 2% and GLA spleen mod 1%.
Screening CCC(=O)N1CCc2cc(Br)cc(S(=O)(=O)N3CCCC(C(=O)NCc4ccccc4)C3)c21 (stereo not drawn) returned Tau fluor counter -10%, GAA glycogen -15%[76.3 µM], Tau ThT inhib -1% and Tau FP inhib 4%.
